MrgX1 PAM: human MrgX1 positive allosteric modulation, primary screen; hit rate 0.63% among 310,000; AID 588675; B-score at 10 µM; Q96LB2; MrgX1-HEK293, Fluo-4 calcium flux, FDSS; stronger effect = higher value;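 active = plate-corrected calcium response at least 3 library SD above typical, normal starting fluorescence, not activating the receptor alone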;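 also: compound read alongside a low EC10 to EC30 dose of BAM8-22 agonist; peak minus trough fluorescence over baseline measured at the second addition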
TRPC6 inhibitor: inhibitors of mouse TRPC6 channel | Q61143 | HEK293-TRPC6, membrane potential dye, ACh-evoked depolarization; stronger effect = lower value | B-score at 10 µM | hit rate 1.1% among 310,000 | AID 2553;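 active = B-score under library mean minus 3 SD, initial fluorescence not abnormally high, positive integrated signal ratio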;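 also: B-score derived from integrated fluorescence ratio over the kinetic read; more negative B-score means stronger inhibition of depolarization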
MrgX1 antag: blocks BAM8-22 activation of human MrgX1 receptor. Q96LB2. MRGX1-HEK293 calcium flux, Fluo-4, BAM8-22 antagonism; stronger effect = lower value. B-score at 10 µM. hit rate 1.3% among 310,000;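 active = calcium-response B-score plate-corrected more than 3 library SD below zero, starting fluorescence within 5 deviations, no agonist response on first addition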;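 also: peak minus trough fluorescence over baseline after final BAM8-22 challenge near maximal dose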
TRPC4 inh: TRPC4 (mouse) channel inhibition | Q9QUQ5 | HEK293 TRPC4beta/mu-opioid, DAMGO-evoked Fluo4 calcium flux; stronger effect = lower value | B-score at 10 µM | hit rate 0.39% among 300,000 | AID 2247;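 active = B-score over 3 SD under the library average, no early fluorescence shift, positive overall ratio signal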
Target sequence (Q9QUQ5 whole entry, looked up): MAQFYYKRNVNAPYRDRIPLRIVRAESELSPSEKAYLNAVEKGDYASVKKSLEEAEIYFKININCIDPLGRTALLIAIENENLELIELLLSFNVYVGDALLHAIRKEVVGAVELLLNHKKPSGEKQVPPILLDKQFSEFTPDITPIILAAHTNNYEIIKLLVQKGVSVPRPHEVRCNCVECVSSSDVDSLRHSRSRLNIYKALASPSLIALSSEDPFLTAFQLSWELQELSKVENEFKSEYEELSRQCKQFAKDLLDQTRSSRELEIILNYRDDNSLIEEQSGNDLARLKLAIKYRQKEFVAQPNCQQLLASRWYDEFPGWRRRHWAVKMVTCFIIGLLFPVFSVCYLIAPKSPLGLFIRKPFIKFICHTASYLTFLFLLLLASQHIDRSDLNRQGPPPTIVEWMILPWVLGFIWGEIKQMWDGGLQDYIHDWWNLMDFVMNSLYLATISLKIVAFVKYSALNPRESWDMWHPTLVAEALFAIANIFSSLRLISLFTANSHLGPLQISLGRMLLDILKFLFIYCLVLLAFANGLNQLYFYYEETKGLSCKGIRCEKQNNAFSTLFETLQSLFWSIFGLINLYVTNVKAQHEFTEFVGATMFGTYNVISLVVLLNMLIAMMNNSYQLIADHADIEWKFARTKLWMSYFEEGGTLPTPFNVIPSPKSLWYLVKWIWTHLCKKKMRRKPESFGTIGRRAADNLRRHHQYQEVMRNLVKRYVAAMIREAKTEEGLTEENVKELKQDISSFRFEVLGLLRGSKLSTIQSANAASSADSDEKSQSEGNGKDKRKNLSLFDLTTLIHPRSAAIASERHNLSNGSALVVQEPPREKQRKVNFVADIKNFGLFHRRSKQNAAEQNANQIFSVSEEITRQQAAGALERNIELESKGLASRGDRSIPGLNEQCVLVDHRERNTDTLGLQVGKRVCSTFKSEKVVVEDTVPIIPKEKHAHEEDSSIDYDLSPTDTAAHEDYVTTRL
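Signal: kinetic Fluo4 fluorescence imaging of calcium influx. Material: stable TRPC4beta/mu-opioid receptor HEK293 cells. Probe or stimulus: DAMGO in two steps, submaximal then maximal.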
TRPC4 act: activators of mouse TRPC4 channel; B-score at 10 µM; hit rate 0.49% among 310,000; HEK293 TRPC4beta/mu-opioid, Fluo4 calcium fluorescence; stronger effect = higher value;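 active = B-score above 5 SD of library B-scores, and initial fluorescence ratio not above library mean plus 5 SD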;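 also: positive B-score marks a calcium rise read as TRPC4 activation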
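Test system: HEK293 cells stably co-expressing mouse TRPC4beta and mu-opioid receptor | Schedule: Fluo4 dye loading 45 min at room temperature, 110 s recording | Measured by: Kinetic Fluo4 calcium fluorescence, 5 s baseline at 1 Hz | Evaluation: B score of integrated ratio | Controls: Buffer (low) and maximal DAMGO (high)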
TRPC6 act: mouse TRPC6 channel activation | B-score at 10 µM | Q61143 | hit rate 0.13% among 310,000 | HEK293-TRPC6 membrane potential dye fluorescence; stronger effect = higher value;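 active = B-score of the integrated fluorescence ratio above library mean plus 3 SD, and starting fluorescence ratio within library mean plus 5 SD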;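 also: higher score means more depolarization so channel activation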
AI-2 QS modul: Vibrio harveyi AI-2 quorum sensing modulation. Vibrio harveyi JMH597 AI-2 luminescence/OD600 ratio, 9 h; stronger effect = lower value; strain lacks LuxN and CqsS sensors; 0 = neutral-control median. activity change, % at 7.5 µM. hit rate 0.4% among 300,000. AID 2094; in the data active = activity change below about -75%, passing the limit was not always enough; inconclusive = no clear call, values can overlap the other calls;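 also: luminescence divided by OD600 gain over 9 h not by final OD600 alone; inactives centre near 13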
MrgX1 agonist: activates human MrgX1 receptor signaling; B-score at 10 µM; MrgX1-HEK293 cells, Fluo-4 calcium fluorescence, agonist mode; stronger effect = higher value; hit rate 0.44% among 310,000; AID 588627; Q96LB2;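 active = calcium response B-score plate-corrected fluorescence ratio at least 3 library SD, with starting fluorescence B-score inside 5 SD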
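System: HEK293 cells stably expressing human MrgX1 receptor; Dosing: test compound in the initial addition of three; Schedule: overnight plating, then 30 min 37 °C plus 30 min room-temperature dye loading; Detection: kinetic calcium dye fluorescence, Fluo-4 NW; Controls: per-plate positive and negative controls for Z′ factor.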
HIF activator: HIF pathway transcriptional activation. hit rate 0.32% among 300,000. activation, % at 7.5 µM (by protocol). U2OS HRE-luciferase reporter, luminescence; normalized: DMSO 0%, desferrioxamine 100%;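 active = mean activation of at least 10% of the iron chelator positive control signal, with at least half of replicates also reaching 10%; inconclusive = mean and replicate majority disagree about reaching 10%; inactive = mean and most replicates under 10%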
TRPC4 potent: allosterically enhances the mouse TRPC4 cation channel. Q9QUQ5. hit rate 0.42% among 310,000. HEK293 TRPC4beta/mu-opioid, DAMGO EC20, Fluo-4 Ca2+ flux; stronger effect = higher value. B-score at 10 µM;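 active = B-score of calcium response area above 5 SD of library B-scores, with initial fluorescence ratio within 5 SD of library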;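 also: B-score of integrated fluorescence ratio over time as area under calcium response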
PolyA inhibitor: yeast polyadenylation inhibition. hit rate 0.02% among 300,000. S. cerevisiae SKY197-pL101 polyadenylation reporter, beta-gal luminescence; efflux-impaired pdr1/pdr3 knockout yeast; score 100 = 6 SD above DMSO. calls only at 12 µM;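 active = lowest replicate activity score at least 50, where 100 means six control SD above control mean; inconclusive = lowest score under 50 but half or more replicates reach 50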;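 also: yeast exposed to compound for 9 h at 30 °C; higher score means more reporter readthrough which indicates perturbed polyadenylation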
The depositor's hits bear a star; i = inactive; ? = inconclusive; . = not tested or not shown. An excerpt, so the mix of outcomes need not match the whole.

SMILES	MrgX1 PAM	TRPC6 inhibitor	MrgX1 antag	TRPC4 inh	TRPC4 act	TRPC6 act	AI-2 QS modul	MrgX1 agonist	HIF activator	TRPC4 potent	PolyA inhibitor
COc1ccc(S(=O)(=O)Nc2c(C)cccc2C)cc1-n1cnnn1	i	i	i	i	i	i	14.1	i	-0.5	i	i
C=CCn1c(NCCc2ccccc2)nc2c1c(=O)n(C)c(=O)n2C	i	i	i	i	i	i	24.7	i	0.7	i	i
COc1ccc(-n2nc3c(c2NC(=O)c2ccc(N4C(=O)CCC4=O)cc2)CSC3)cc1	i	i	i	i	i	i	20.2	i	-55.5	i	i
COc1ccc(CNCc2cc3c(C(C)(C)C)nn(-c4ccccc4)c3[nH]c2=O)cc1	i	i	i	i	i	i	5.5	i	-0.1	i	i
Cc1ccccc1-c1nnc(SCC(=O)NC2CCCC2)o1	i	i	i	i	i	i	19.3	i	-2.2	i	i
Cc1ccc(S(=O)(=O)Nc2cnn(-c3ccccc3)c(=O)c2Cl)cc1	i	i	i	i	i	i	12.0	i	0.2	i	i
COc1ccccc1N1CCNC(C)C1=O (stereo not drawn)	i	i	i	i	i	i	24.1	i	-0.3	i	i
CCc1cc(=O)oc2c(C)c(OCC(=O)NC3CC(C)(C)NC(C)(C)C3)ccc12	i	-5.72*	i	i	i	i	17.1	i	0.1	i	i
CC(CNC(=O)c1ccccc1[N+](=O)[O-])NC(=O)c1ccccc1[N+](=O)[O-] (stereo not drawn)	i	i	i	i	i	i	18.7	i	0.0	i	i
Cn1c(-c2ccc[nH]c2=O)nc2cc(Cl)ccc21	i	i	i	i	i	i	19.6	i	-0.7	i	i
Cc1cc(C)cc(NC(=O)COC(=O)CCCNC(=O)c2ccc(Cl)cc2)c1	i	i	-9.69*	i	i	i	7.1	i	-0.3	i	i
O=C(NC1=NCCS1)c1sc2cc(F)ccc2c1Cl	i	i	i	i	i	i	31.3	i	2.0	i	i
O=C(c1cc(C(=O)c2ccco2)cc(C(=O)c2ccco2)c1)c1ccco1	i	i	i	i	i	i	34.7	i	-0.4	i	i
O=C(Nc1ccc(Cl)cc1)/C(=C1\CCCN1)[N+](=O)[O-]	i	i	i	i	i	i	17.2	i	1.5	i	i
CC(=O)N1Cc2ccccc2C(C)CC12CCCC2 (stereo not drawn)	i	i	i	i	i	i	7.4	i	-1.1	i	i
COc1ccc(C(=O)C2CCCN(S(=O)(=O)c3cccc(C)c3)C2)c(C)c1 (stereo not drawn)	i	i	i	i	i	i	9.3	i	0.0	i	i
Cc1c(NS(=O)(=O)c2ccc3nc(COc4ccccc4Cl)[nH]c3c2)c(=O)n(-c2ccccc2)n1C	i	i	i	i	i	i	18.3	i	-0.2	i	i
Cc1ccc(C)n1-c1ccc2c(c1)COC2=O	i	i	i	i	i	i	?	i	-44.7	i	i
COc1ccc(CN(Cc2cccnc2)C(=S)NCCc2ccccc2)cc1OC	i	i	i	i	i	i	35.6	i	-0.2	i	i
CCOC(=O)c1cc2sc(C)cc2n1CC(=O)N1CCOCC1	i	i	i	i	i	i	16.9	i	0.0	i	i
Cc1ccccc1Cn1c(=O)n(Cc2ccco2)c(=O)c2ccccc21	i	i	i	i	i	i	9.4	i	-0.4	i	i
CC1(C)CC(NC(=O)C(Cl)(Cl)Cl)CC(C)(C)N1	i	i	i	i	i	i	14.9	i	-0.6	i	i
C[C@H](NC(=O)C1CC(=O)N(c2ccc3c(c2)OCCO3)C1)C(=O)N1CCCCC1 (stereo partly drawn)	i	i	i	i	i	i	3.8	i	0.5	i	i
Cc1ccc(NC(=O)CSc2nnc(COc3ccccc3C)o2)cc1	i	i	i	i	i	i	-1.1	i	-0.2	i	i
O=C(N/C(=C\c1ccc([N+](=O)[O-])cc1)C(=O)N1CCCCC1)c1ccccc1Br	i	i	i	i	i	i	-3.8	i	-1.3	i	i
CCc1ccc(C(=O)CSc2nc3cc(S(=O)(=O)N4CCOCC4)ccc3n2CC)cc1	i	i	i	i	i	i	31.0	i	-4.3	i	i
COc1ccc(CN2CCNC(=O)C2CC(=O)NC2CCOCC2)cc1C (stereo not drawn)	.	i	.	i	i	i	-4.5	.	1.5	i	i
CCCCc1ccc(S(N)(=O)=O)cc1	i	i	i	i	i	i	8.6	i	-0.1	i	i
COC(=O)c1c(NC(=O)Cc2ccccc2)sc2c1CC(C)(C)NC2(C)C	i	i	i	i	i	i	17.7	i	-0.2	i	i
O=S(=O)(Nc1ccccc1O)c1ccc(Cl)nc1	i	i	i	i	i	i	15.0	i	-2.1	i	i
COc1ccccc1C(=O)N/C(=C\c1cn(S(=O)(=O)N(C)C)c2ccccc12)C(=O)N1CCCC1	i	i	i	i	i	i	1.8	i	-0.3	i	i
COC(=O)C(NC(=O)c1ccc(Cl)cc1)(Nc1nc(C)cs1)C(F)(F)F (stereo not drawn)	i	i	i	i	i	i	12.4	i	0.0	i	i
N#Cc1cccc(NC(=O)CCC2CCCC2)c1	i	i	i	i	i	i	-8.1	i	0.8	i	i
Cc1cccc(NS(=O)(=O)c2nnc(NC(=O)c3ccc(Cl)cc3)s2)c1	i	i	i	i	i	i	20.9	i	0.4	i	i
O=C(Nc1nccs1)[C@@H]1CC=C[C@@H]2CCN(Cc3ccccc3)C(=O)[C@@H]21	i	i	i	i	i	i	-2.1	i	-0.1	i	i
COc1ccc(N2CCN(C(=O)CCc3nnc4ccc(N5CCCC5)nn34)CC2)cc1	i	i	i	i	i	i	10.7	i	0.0	i	i
COc1cc(/C=C2\SC(=Nc3ccccc3OC)NC2=O)ccc1O	i	i	i	i	i	i	2.4	i	-15.1	i	i
O=C(NCCc1ccc(Cl)cc1)c1cnc2n(c1=O)CCS2	i	i	i	i	i	i	-0.1	i	1.2	i	i
Cc1ccc2cc(C)c3nnc(SCC(=O)N4CCCc5ccccc54)n3c2c1C	i	i	i	i	i	i	8.7	i	-0.2	i	i
CCN(CC)C(=O)c1ccc(NS(=O)(=O)c2ccc3[nH]c(=O)[nH]c3c2)cc1	i	i	i	i	i	i	22.7	i	0.0	i	i
COC(=O)CCSC(=S)N1CCOCC1	i	i	i	i	i	i	20.8	i	0.3	i	i
CC(=O)Nc1ccc(S(=O)(=O)Nc2cc(C)c(-n3nc4ccccc4n3)cc2O)cc1	i	i	-5.16*	i	i	i	15.8	i	-0.4	i	i
Cn1nccc1NC(=O)Nc1ccccc1	i	i	i	i	i	i	-0.8	i	-0.5	i	i
CCCc1nc(SCC(=O)Nc2cc(C)on2)c2ccccc2n1	i	i	i	i	i	i	12.4	i	0.1	i	i
Cc1occc1C(=O)Nc1ccc2c(c1)OCO2	i	i	i	i	i	i	10.9	i	4.6	i	i
Cc1cc(C)c2c(CC(=O)O)coc2c1	i	i	i	i	i	i	12.4	i	-0.1	i	i
COCCCNC(=S)N/N=C/c1ccc(O)cc1	i	i	i	i	i	i	14.6	i	0.6	i	i
CC(=O)C1=C(c2ccccc2)NC(=O)NC1c1ccc(O)c(O)c1 (stereo not drawn)	i	i	i	i	i	i	23.5	i	-0.3	i	i
CC(=O)c1ccc(NC(=S)NNC(=O)c2ccccc2[N+](=O)[O-])cc1	i	i	i	i	i	i	28.8	i	0.2	i	i
CCC(=O)NC(=S)Nc1ccc(NC(=O)c2ccco2)c(Cl)c1	i	i	i	i	i	i	9.5	i	0.3	i	i

Continued:
SMILES	MrgX1 PAM	TRPC6 inhibitor	MrgX1 antag	TRPC4 inh	TRPC4 act	TRPC6 act	AI-2 QS modul	MrgX1 agonist	HIF activator	TRPC4 potent	PolyA inhibitor
CCCCCCNC(=O)Cc1ccc(Br)cc1	i	i	i	i	i	i	-42.8	i	-0.3	i	i
COC(=O)/N=C(/Cc1ccc(OC)cc1)c1ccc(OC)cc1	i	i	i	i	i	i	19.9	i	1.2	i	i
Cc1cc(C)cc(NC(=O)c2ccc(S(=O)(=O)NCc3cccnc3)cc2)c1	i	i	i	i	i	i	6.4	i	0.0	i	i
CCn1cnc2scc(-c3ccc(C)c(C)c3)c2c1=O	i	i	i	i	i	i	7.9	i	-0.7	i	i
O=S(=O)(NCc1cn2ccsc2n1)c1ccc2c(c1)OCCO2	i	i	i	i	i	i	14.6	i	0.3	i	i
O=C(CSc1nccc(=O)[nH]1)c1ccccc1Br	i	i	i	i	i	i	-5.5	i	-0.3	i	i
CCOC(=O)c1cc(=O)c2ccc(OCC(=O)Nc3ccc(F)cc3)cc2o1	i	i	i	i	i	i	30.8	i	-0.3	i	i
OCC1(CCc2ccccc2)CCN(Cc2ccc(OC(F)F)cc2)CC1	.	i	.	i	i	i	5.9	.	-0.2	i	i
O=C(NCCCN1CCOCC1)/C(=C/c1ccc(F)cc1)NC(=O)c1ccccc1	i	i	i	i	i	i	-8.0	i	0.2	i	i
COCCNC(=O)Cn1nc(-c2ccc(C)cc2)c2ccccc2c1=O	i	i	i	i	i	i	13.0	i	0.6	i	i
COc1cc(/C=C2/C(C)=C(C#N)c3nc(N)c(C#N)c(C)c32)ccc1OCC(=O)O	i	i	i	i	i	i	16.6	i	-0.4	i	i
Cc1ccc(-c2nnc(Nc3ccc(C(N)=O)cc3)c3ccccc23)cc1S(=O)(=O)NCC1CCCO1 (stereo not drawn)	i	i	i	i	i	i	33.3	i	0.4	i	i
O=C(Nc1nc2ccccc2s1)C1CC(=O)N(c2ccc(Cl)cc2)C1 (stereo not drawn)	i	i	i	i	i	i	-3.8	i	-0.2	i	i
COCCCC1CCN(Cc2cn[nH]c2-c2cc(OC)c(OC)c(OC)c2)CC1	i	i	i	i	i	i	7.6	i	0.1	i	i
Cc1nn(C)c2ncc(C(=O)c3ccccc3O)cc12	i	i	i	i	i	i	.	i	-0.8	i	i
O=C(CCl)Nc1ccc(Oc2cnc3ccccc3n2)cc1	i	i	i	i	i	i	3.0	i	1.9	i	i

High-throughput results (PubChem)
